# Bioassay records (PubChem BioAssay)
# TNF death inh: inhibitors of TNF-alpha induced necroptosis in Jurkat FADD-/- cells | Jurkat FADD-/- TNF necroptosis rescue, ATP luminescence, 24 h; 0 = TNF only, 100 = no-TNF cells | activation (protection from cell death), % at 10 µM | 220,000 tested, 0.068% active;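 active means activation, meaning protection from cell death, of at least 50% relative to plate controls; inactive means activation below 50%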;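 further: necroptosis triggered by 40 ng/mL TNF-alpha added together with compound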
# eIF4E 4G PPI: blocks eIF4E binding to eIF4G; P63073+Q04637; TR-FRET eIF4E-eIF4GI(517-606) binding, 2 h; inhibition, % at 21.7 µM; 220,000 tested, 0.37% active; AID 782;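 active means inhibition above about 30%, limit read from the data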;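 further: 0% = full FRET control wells and 100% = background wells lacking eIF4GI fragment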
# Mdm2 ligase inh: inhibitors of human Mdm2 E3 ubiquitin ligase. 210,000 tested, 0.11% active. signal enhancement, % at 5 µM. Q00987. cell-based MDM2 ubiquitination luciferase reporter, 2 h; 0 = plate control, 100 = twice control, blank-subtracted;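 active means signal enhancement of 30% or more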;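 further: luminescence tracks abundance of the self-degrading MDM2-luciferase fusion protein; higher signal means inhibition of MDM2 E3 ligase activity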
#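 Assay system: stable mammalian line carrying autodegrading MDM2–luciferase fusion reporter; Input: 2000 cells in each well; Compound dosing: single-point 5 µM; Schedule: 2 h compound exposure at 37 °C; Signal: SteadyLite luciferase luminescence after 15 min room-temperature reagent incubation; Evaluation: % luminescence enhancement versus blank-corrected plate control mean; Benchmarks: plate controls and plate blanks.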
# Rad51 HR inh: blocks human Rad51 in homologous recombination | Q06609 | hRad51 DNA strand exchange, fluorescence dequenching | inhibition, % at 10 µM | 200,000 tested, 0.085% active;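 active means inhibition above 40% at the single screening dose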;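 further: 0% = DMSO control wells and 100% = blanks with heterologous ssDNA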
#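 System: human Rad51 nucleoprotein filaments preassembled on unlabelled ssDNA. Reagent: labelled 47-mer dsDNA for strand exchange. Schedule: 30-min compound preincubation and 15-min exchange, both room temperature. Measured by: FRET fluorescence dequenching, excitation 485 nm, emission 520 nm. Read-out: Fluorescence-based percent inhibition, control- and blank-normalised. Benchmarks: plate controls and plate blanks.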
# Cl transport mod: KCC2 (human) Cl- transport modulation. Q9H2X9. KCC2 cells, thallium flux FluoZin-2 fluorescence. B-score of Tl+ flux slope (higher = more flux/activation; lower = inhibition) at 10 µM. 190,000 tested, 2.2% active;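 active means thallium flux slope and its plate-corrected score both differing from the plate sample mean at a set confidence after two filtering rounds, in either direction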;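 further: slope of fluorescence scaled to starting intensity during 10 to 20 s after thallium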
# Target sequence (Q9H2X9 whole entry, looked up): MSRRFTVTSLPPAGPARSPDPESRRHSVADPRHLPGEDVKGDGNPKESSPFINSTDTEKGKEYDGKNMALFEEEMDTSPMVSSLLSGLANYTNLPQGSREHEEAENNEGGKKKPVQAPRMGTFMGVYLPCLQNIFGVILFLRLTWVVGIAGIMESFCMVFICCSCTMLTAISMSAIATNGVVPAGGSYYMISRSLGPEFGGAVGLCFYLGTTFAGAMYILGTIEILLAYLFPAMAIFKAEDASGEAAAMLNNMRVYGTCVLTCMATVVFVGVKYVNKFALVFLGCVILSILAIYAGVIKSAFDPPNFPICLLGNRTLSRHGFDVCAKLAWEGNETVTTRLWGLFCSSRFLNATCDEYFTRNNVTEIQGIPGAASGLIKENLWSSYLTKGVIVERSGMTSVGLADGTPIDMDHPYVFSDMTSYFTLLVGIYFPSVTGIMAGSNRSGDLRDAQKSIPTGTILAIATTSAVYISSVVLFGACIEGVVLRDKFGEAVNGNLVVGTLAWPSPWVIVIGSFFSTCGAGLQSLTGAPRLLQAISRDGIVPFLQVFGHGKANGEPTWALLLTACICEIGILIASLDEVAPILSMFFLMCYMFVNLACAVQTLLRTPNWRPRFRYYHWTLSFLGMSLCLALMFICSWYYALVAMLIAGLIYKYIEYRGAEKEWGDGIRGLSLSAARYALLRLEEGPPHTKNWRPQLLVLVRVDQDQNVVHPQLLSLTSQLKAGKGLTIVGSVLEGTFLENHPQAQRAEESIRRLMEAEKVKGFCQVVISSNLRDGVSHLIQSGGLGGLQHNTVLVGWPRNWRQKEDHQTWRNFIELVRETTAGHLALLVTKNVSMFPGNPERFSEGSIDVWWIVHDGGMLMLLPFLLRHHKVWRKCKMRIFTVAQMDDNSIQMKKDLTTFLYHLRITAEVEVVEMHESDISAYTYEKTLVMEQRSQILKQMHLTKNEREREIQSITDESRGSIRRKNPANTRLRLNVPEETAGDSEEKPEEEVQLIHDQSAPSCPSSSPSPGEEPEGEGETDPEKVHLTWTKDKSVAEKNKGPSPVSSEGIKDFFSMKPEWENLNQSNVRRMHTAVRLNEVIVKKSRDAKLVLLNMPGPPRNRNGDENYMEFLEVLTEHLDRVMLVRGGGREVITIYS
# EBV gp42 inh: blocks Epstein-Barr virus glycoprotein 42 binding | inhibition, % (tested at 21.74 µM) | Fluorescence polarization binding assay, mP read-out | 220,000 tested, 0.42% active | Q1HVG2; in the data active means inhibition above about 50%
# PERK inhibitor: human PERK inhibition, primary cell-based screen. AID 1416. 220,000 tested, 0.17% active. inhibition, % at 5.6 µM. CHO PERK-DD fusion, SEAP luminescence translation reporter;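 active means inhibition above the mean inhibition of all tested compounds plus 3 SD, set separately per screening campaign, cut at about 2.9% in these data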;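 further: PERK kinase domain activated by AP20187 dimerizer at 100 nM; 0% = DMSO with dimerizer and 100% = rapamycin at 8.4 µM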
# L929 necroptosis: L929 zVAD cell death inhibition. AID 1377. L929 zVAD necroptosis rescue, ATP luminescence, 24 h; with zVAD 60 µM. 220,000 tested, 0.38% active. viability rescue, % at 10 µM;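 active means activation, scaled between plate controls, above about 75%, limit read from the data; inactive means activation under that limit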;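 further: 0% = zVAD with DMSO and 100% = DMSO alone without zVAD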
# Calpain2 inh: blocks pig calpain II enzyme activity. purified calpain II, fluorogenic peptide substrate, 30 min. inhibition, % at 16 µM. 220,000 tested, 0.37% active;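 active means inhibition above about 50%, limit read from the data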
# * marks the source's active call; other numbers are inactive results; . = no result given; [ ] = another dose, or the depositor's remark. Rows were taken by chance; any-hit rate near 3.6%.
SMILES	TNF death inh	eIF4E 4G PPI	Mdm2 ligase inh	Rad51 HR inh	Cl transport mod	EBV gp42 inh	PERK inhibitor	L929 necroptosis	Calpain2 inh
CN(C)c1ccc(C2CC(c3cccc(NS(C)(=O)=O)c3)=NN2C(=O)c2ccccc2)cc1 (centres undefined)	2.1	5	-4	-2	-0.74	-1	0.0	0.3	-12
CCOC(=O)C(C(=O)OCC)C1N=C(N)N=C2Oc3ccccc3N21 (centres undefined)	-0.7	-5	0	6	-0.2	-22	0.3	-0.1	-108
O=C(CSc1ccncc1)Nc1ccc2ccccc2c1	4.1	-1	1	-12	0.11	0	0.8	14	-13
Cc1ccc(C)c(N2CN(Cc3cccnc3)CNC2=S)c1	0.9	16	8	3	0.037	6	0.0	-0.1	-12
Cc1onc(-c2c(Cl)cccc2Cl)c1C(=O)N=C(N)N1CCCC1	-0.1	2	-5	2	-0.46	1	0.3	1.0	5
O=C(COC(=O)/C=C/c1ccc(S(=O)(=O)N2CCOCC2)cc1)NCc1ccc2c(c1)OCO2	1.3	3	-7	1	-1.2	-12	1.9	4.7	4
CNc1nc(SC)nc(N(C#N)CC(=O)OC)n1	-2.4	0	-6	.	0.51	-20	0.7	-0.5	-4
CSc1ncc2c(n1)-c1cc(C)ccc1SC2	-4.2	0	2	9	0.52	-14	0.3	0.2	-3
O=C(COc1ccc(Br)cc1Cl)NC(=S)N1CCc2ccccc21	-0.1	2	-5	-15	23*	-31	0.6	0.8	-29
CCSc1ccccc1C(=O)NCCCn1ccnc1	0.0	11	-19	-6	0.49	-3	-0.3	0.1	11
COc1ccccc1N1CCN(C(=O)c2ccc(Cl)c(S(=O)(=O)N3CCCC3)c2)CC1	0.4	1	-13	11	-0.94	-9	0.5	-0.1	3
CCc1nnc(NC(=O)CSc2nc(-c3ccccc3)nc3ccccc23)s1	1.8	6	-7	6	0.38	-18	1.0	1.3	24
Cn1nc(C(F)(F)F)c(/C=N/OC(=O)c2ccccc2)c1SCc1ccccc1Cl	-17	7	-20	-37	0.21	-18	1.6	30	-5
O=S(=O)(Nc1cccnc1Cl)c1ccc2c(c1)OCCO2	-1.0	-9	-15	2	0.67	-9	2.2	-0.1	4
CCCCn1c(SCC(=O)NC2CCS(=O)(=O)C2)nc2cc(S(N)(=O)=O)ccc21 (centres undefined)	1.3	1	-4	0	-1.3	-19	0.4	1.7	5
O=C(c1ccncc1)c1ccc(N2CCN(C3CC(=O)N(Cc4ccccc4)C3=O)CC2)cc1 (centres undefined)	-5.0	1	-4	10	.	-22	-1.3	-1.0	1
CN(C)c1ccc(NC(=S)N(CCc2ccccc2)C2CC(=O)N(c3c(Cl)cccc3Cl)C2=O)cc1 (centres undefined)	-6.9	-5	5	-2	0.035	-8	2.1	0.2	0
CC(C)CC1NC2(C(=O)N(C)c3ccccc32)C2C(=O)N(C(C)C)C(=O)C12 (centres undefined)	0.6	5	-17	-2	-0.37	-15	0.9	2.6	0
CCCC(=O)Nc1ccc(OCC(=O)OC)cc1	-2.1	-4	-16	-10	-0.0014	-7	0.6	0.1	-27
CCOC(=O)c1c(C)[nH]c(C=O)c1Cc1cccc(Cl)c1	-0.5	19[fluorescence artefact?]	-5	17	1	8	-0.1	-0.2	2
O=C(Nc1ccccc1)N(c1ccccc1)C1C=CS(=O)(=O)C1 (centres undefined)	0.2	-1	-15	4	-0.22	-6	-0.2	-0.1	-2
COCCn1c(=O)[nH]c(=O)c2cc(C(=O)c3cc(Cl)ccc3O)cnc21	-2.1	-1	-14	-5	-1.5	-1	-1.1	0.4	-11
Cc1cc(C)cc(NC(=O)NC2CCN(CC(=O)Nc3cccc(Cl)c3C)CC2)c1	0.9	-2	.	-9	0.96	-5	-0.5	0.2	13
CCC(=O)Nc1cc(Cl)ccc1N1CCN(C(=O)CC)CC1	-2.7	-4	-8	-2	-0.014	-7	-0.4	-0.5	-11
O=C1CN(c2nc(-c3ccccc3)c3ccccc3n2)c2ccccc2N1	1.8	-3	-9	-8	0.027	-11	0.4	0.9	-13
COc1cccc2cc(C(=O)CC3(O)C(=O)N(Cc4ccccc4)c4ccccc43)c(=O)oc12 (centres undefined)	-3.9	-5[fluorescence artefact?]	0	-7	-0.86	-1	0.4	0.3	-20
CN(c1ccccc1)S(=O)(=O)c1ccc(C(=O)Nc2nnc(-c3ccco3)o2)cc1	-1.2	0	-9	6	2.7	-9	-0.6	1.5	-43
CCC(CC)NCC(O)COc1ccc(Br)cc1 (centres undefined)	1.4	1	-28	0	-2.4	-6	-0.9	-1.1	16
COC(=O)c1ccc(S(=O)(=O)NCc2ccccn2)n1C	2.7	-5	-8	.	-0.95	-11	1.1	-0.4	-9
Cc1ccc(C(=O)N2CCN(C)CC2)cc1S(=O)(=O)N1CCCCC1	1.8	2	-3	0	-1.5	0	-0.8	1.2	13
Cc1ccc(-c2csc(N(Cc3ccccc3)C(=O)COc3ccccc3)n2)cc1	-2.8	-5	-8	-9	-0.3	-21	0.4	-0.3	22
C=C(C)C(C)(C#CCN1CCCC1)OC(C)=O (centres undefined)	-1.0	4[fluorescence artefact?]	-2	2	.	-12	0.4	0.3	-17
COc1ccc(N=C(c2ccccc2)c2c(C)[nH]n(-c3ccccc3)c2=O)c(OC)c1	0.2	-9	.	24	0.0029	4	0.1	0.9	-3
COc1ccc(-c2nnc(SCC(=O)N3CCCC3)o2)cc1OC	-1.3	.	.	-2	0.49	.	1.2	-0.3	.
CCOC(=O)c1c(C)nc(C)c(C(=O)OCC)c1-c1ccccc1	-3.2	4	3	4	-1	-9	0.2	-0.5	-3
Cc1ccc(C(=O)NC2CCN(C(=O)NC3CCCCC3)CC2)cc1	-2.2	-1	.	1	-1.4	2	0.4	-0.2	23
O=C(CSCCO)Nc1nccs1	1.5	-9	-9	9	1.9	-24	1.1	0.0	-16
O=C1N/C(=N/N=C/c2ccc(F)cc2)SC1c1ccccc1 (centres undefined)	1.5	-5	-10	20	-0.024	-16	1.5	2.3	11
CCN1CCN(C(c2cccs2)C(C)NS(=O)(=O)c2ccc(F)cc2)CC1 (centres undefined)	1.1	3[fluorescence artefact?]	-14	-5	-0.3	-3	1.9	-1.4	-13
O=C(Nc1ccccc1C(=O)O)c1cc(S(=O)(=O)N2CCOCC2)cs1	-0.5	1	-2	23	0.31	-20	0.1	14	-21
COc1cc(C(=O)N2CCN(C/C=C/c3ccccc3)CC2)cc(OC)c1C	-2.0	2	0	2	-0.36	15	-0.6	-0.2	-31
CCN(CC)C(=O)CN(c1cc2c(cc1OC)oc1ccccc12)S(=O)(=O)c1ccccc1	-1.8	2	-10	.	-1.2	-9	-1.7	-0.8	34
COC(=O)c1c(NC(=O)c2ccccc2)sc2c1CC(C)(C)NC2(C)C	4.0	3	-7	.	-0.69	-15	0.6	-0.5	-13
CN(C)S(=O)(=O)N1CCc2ccccc21	-1.6	2[fluorescence artefact?]	-89	-2	1.1	-3	1.1	0.2	5
O=C(CSc1nnnn1Cc1ccccc1)NCC(=O)c1ccccc1	-0.5	4	-13	-6	-2.8	-4	-0.4	-0.1	-34
Cc1sc(-n2c(C)cc(/C=N/n3cnnc3)c2C)c(C#N)c1C	-8.3	-9	-2	-7	-0.42	-17	-0.4	-0.2	-13
COc1cccc(N2CCN(C(=O)CN(c3ccc(C)cc3)S(=O)(=O)c3c(C)n[nH]c3C)CC2)c1	-2.6	4	-8	2	.	4	-0.6	0.0	-22
Cc1ccc(NC(=O)C(=O)NN)cc1	2.2	2	-14	10	1.4	-4	2.3	0.1	-4
O=C(Cc1ccc(-c2ccccc2)cc1)NC1CCCC1	0.6	4	-3	-9	-1.7	-14	-0.4	4.5	-14
CCOC(=O)Nc1ccc2c(c1)N(C(=O)N1CCN(C)CC1)c1ccccc1S2	0.1	0	-21	2	.	-2	-0.8	0.9	-15
COC(=O)CSc1nnc(-c2ccc(OC)cc2OC)o1	-3.0	-1	-11	-1	-0.46	-21	2.1	-0.7	4
CCC(=O)Nc1nc2ccc(NC(C)=O)cc2s1	-0.8	3	-17	5	-1.5	-5	-0.6	2.0	13
C=CCNC(=O)CCCC(=O)NCC=C	0.6	3	-10	-4	1	-7	1.2	0.8	10
O=C(N/N=C/c1cc(Br)c(Br)s1)c1ccncc1	-5.7	0	-11	-15	6.5*	1	0.0	0.6	-15
O=c1[nH]c2cc3c(cc2cc1CN(CCCO)C(=S)NCc1ccco1)OCO3	-0.8	-1	-4	-6	0.032	2	0.2	1.3	-135
COc1ccc2c(-c3ccccc3)cc(=O)[nH]c2c1	-1.4	-6	-9	13	-0.49	-2	0.2	0.2	-69
COc1ccc(C(=O)Nc2ccc(NC(=O)c3cccs3)cc2)cc1Cl	3.5	-1	-16	0	0.56	-19	1.4	3.2	-17
CC1CCN(S(=O)(=O)c2csc(C(=O)Nc3ccccc3)c2)CC1	-3.8	-11	-9	1	.	8	-0.4	0.5	8
S=C(Nc1ccc(Cl)cc1Cl)NC1CCCCC1	-3.5	-5	0	7	0.31	-2	-0.7	0.0	14
COc1ccc(-n2ncc3c(NCC(C)C)ncnc32)cc1	3.8	0	-54	10	-0.53	-18	0.1	27	-1

# By substructure, the compounds so far containing a cyano group.
SMILES	TNF death inh	eIF4E 4G PPI	Mdm2 ligase inh	Rad51 HR inh	Cl transport mod	EBV gp42 inh	PERK inhibitor	L929 necroptosis	Calpain2 inh
CNc1nc(SC)nc(N(C#N)CC(=O)OC)n1	-2.4	0	-6	.	0.51	-20	0.7	-0.5	-4
Cc1sc(-n2c(C)cc(/C=N/n3cnnc3)c2C)c(C#N)c1C	-8.3	-9	-2	-7	-0.42	-17	-0.4	-0.2	-13

# (cont.)
SMILES	TNF death inh	eIF4E 4G PPI	Mdm2 ligase inh	Rad51 HR inh	Cl transport mod	EBV gp42 inh	PERK inhibitor	L929 necroptosis	Calpain2 inh
CC(NC(=O)C1C2C=CC(C2)C1C(=O)O)c1ccccc1 (centres undefined)	-0.3	-2[fluorescence artefact?]	-14	-9	0.04	2	0.8	-0.7	-1
Cc1ccc(C)c(C2NC(=O)c3ccccc3N2)c1 (centres undefined)	-12	-12	.	.	-0.58	-15	1.4	0.0	-301
CCn1c(=O)cc(OCC(=O)N2CCCC2)c2ccccc21	0.3	0	-10	10	0.34	-11	-0.5	0.6	6
CCOC(=O)c1cc(NC(=O)c2ccc(C)cc2)c(=O)oc1-c1ccccc1	-1.0	0	-4	-5	0.01	1	1.7	0.9	-22
c1ccc(-c2nc(-c3cccnc3)n[nH]2)cc1	2.0	3	-12	2	1.1	-14	0.8	60	-10
CCOC(=O)c1ccc(NC(=S)NCCc2ccccc2)cc1	0.1	3	-8	-3	.	2	1.9	0.7	12
O=S(=O)(Nc1nc2ccccc2nc1N1CCc2ccccc2C1)c1ccc(Br)cc1	-0.3	14	-29	-28	-0.19	14	-0.8	0.3	-50
